NR3A LBD binder: binders of NR3A ligand-binding domain, primary screen, biophysical, differential scanning fluorimetry, uHTS; AID 1259313, 2017; NR3A LBD differential scanning fluorimetry, Tm shift; 0% = protein alone, 100% = glycine-bound protein; Tm shift relative to glycine control, % at 25 µM; hit rate 2.5% among 340,000; Glutamate receptor ionotropic, NMDA 3A (GRIN3A) ligand-binding domain;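 active means melting temperature shift of at least 10% of the positive control shift, at one fixed dose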
APJ agonist: agonists of human apelin receptor APJ, primary screen, CHO-K1 cells, PathHunter beta-arrestin, luminescence | activation, % at 20 µM | 0% DMSO wells, 100% apelin | hit rate 0.11% among 330,000 | AID 2520, 2010;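 active means activation more than six SD over the plate average, tested at 20 µM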;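 further: 0% = DMSO alone and 100% = apelin-13 at 10 nM; some results filed as inactive read as strong as hits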
Target sequence (P35414 whole entry, looked up): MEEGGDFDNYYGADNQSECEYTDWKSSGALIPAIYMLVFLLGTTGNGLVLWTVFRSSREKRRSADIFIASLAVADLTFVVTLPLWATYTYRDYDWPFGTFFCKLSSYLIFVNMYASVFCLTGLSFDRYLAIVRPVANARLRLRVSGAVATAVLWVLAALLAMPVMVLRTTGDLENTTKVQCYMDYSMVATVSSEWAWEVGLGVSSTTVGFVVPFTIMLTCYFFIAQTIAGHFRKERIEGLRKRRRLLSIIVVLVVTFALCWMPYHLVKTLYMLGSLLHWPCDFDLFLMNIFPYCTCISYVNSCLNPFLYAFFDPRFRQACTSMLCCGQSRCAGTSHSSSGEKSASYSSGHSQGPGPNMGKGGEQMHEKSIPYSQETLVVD
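Assay system – PathHunter CHO-K1 APJ (AGTRL-1) beta-arrestin reporter cells · Compound – one dose, 20 µM compound, 1% DMSO · Timing – compound 90 min 25 °C, reagent 1 h · Measured by – luminescence from split beta-galactosidase complementation, Galacton Star/Emerald II substrate · Measure – beta-arrestin recruitment to APJ as agonist activity, luminescent signal · Benchmarks – DMSO vs Apelin-13 10 nM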
MPTP inh: mitochondrial permeability transition pore inhibitors, primary screen, biochemical, isolated mouse mitochondria, absorbance | Ca2+ swelling absorbance, 30 min | inhibition, % at 10 µM | hit rate 1.4% among 360,000;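 active means inhibition of 50% or more, scaled per plate between neutral and stimulator controls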;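 further: 0% = DMSO wells given calcium and 100% = 1 mM EGTA wells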
tim23-1 inh: growth inhibitors of tim23-1 mutant yeast, primary screen, luminescence, uHTS | S. cerevisiae tim23-1 growth, BacTiter-Glo luminescence, 24 h | hit rate 1.3% among 330,000 | inhibition, % at 20 µM | AID 463212, 2010;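 active means growth inhibition of the mutant yeast at or above 50%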;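 further: temperature-sensitive mutant grown at 25 °C; plate controls were DMSO-treated mutant yeast for no effect and medium wells lacking yeast for full effect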
beta cell repl: inducers of MIN6 beta-cell proliferation, primary screen, ATP luminescence, uHTS; MIN6 cells proliferation, ATPlite luminescence, 48 h; cells starved in 0.2% serum; 100% = growth in 10% serum; proliferation, % at 10 µM; hit rate 0.29% among 330,000; AID 2380, 2010;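 active means compounds whose signal lies at least 3.5 SD above the mean of all wells on their plate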;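 further: 0% = DMSO-treated cells in low-serum medium and 100% = 10% serum control; some compounds called inactive have numbers as strong as hits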
TIM10 inh: growth inhibitors of isogenic TIM10 control yeast, primary screen, counter-screen for tim10-1 yeast inhibitor project, luminescence, uHTS; S. cerevisiae TIM10 strain growth, BacTiter-Glo luminescence, 24 h; inhibition, % at 10 µM; hit rate 1.4% among 330,000;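 active means inhibition of 40% or more at the single tested concentration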;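 further: wild-type TIM10 isogenic control strain grown at permissive 25 °C; 0% = DMSO yeast wells and 100% = minimal medium wells without yeast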
APJ antag: antagonists of human apelin receptor APJ, primary screen, CHO-K1 cells, beta-arrestin complementation, luminescence | P35414 | inhibition, % at 20 µM | hit rate 0.32% among 330,000;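 active means inhibition above about 40% at 20 µM, limit read from the data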;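 further: cells challenged with 10 nM apelin-13 agonist together with compound; plate controls were apelin-13 plus DMSO wells for no effect and DMSO wells lacking apelin-13 for full effect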
tim10-1 inh: growth inhibitors of tim10-1 mutant yeast, primary screen, luminescence, uHTS; S. cerevisiae tim10-1 ts strain growth, BacTiter-Glo, 24 h; hit rate 2.2% among 330,000; inhibition, % at 20 µM;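 active means inhibition of at least 40%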;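 further: mutant grown at 25 °C; 0% = DMSO wells with yeast and 100% = wells holding no yeast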
NLRP3 yeast inh: NALP3 inflammasome inhibitors in reconstituted yeast, primary screen, luminescence, uHTS; Yeast reconstituted NLRP3/ASC/caspase-1, beta-gal luminescence, 24 h; inhibition, % at 10 µM; hit rate 0.39% among 330,000;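 active means inhibition of 50% or more; inactive means inhibition below 50%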;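 further: plate controls were induced DMSO wells for no effect and uninduced yeast grown without galactose for full effect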
An asterisk follows results filed as active; x = no result given. Hits appear at their usual frequency. About 7.2% of those tested had a hit in this group.

SMILES | NR3A LBD binder | APJ agonist | MPTP inh | tim23-1 inh | beta cell repl | TIM10 inh | APJ antag | tim10-1 inh | NLRP3 yeast inh
COc1ccccc1-c1oc2ccccc2c1-c1ccccc1OC | -1 | -4 | 1.5 | 22 | -5 | 19 | 8 | 21 | -5
C=CCn1c(CCc2cc(C(C)(C)C)c(O)c(C(C)(C)C)c2)n[nH]c1=S | 3 | -4 | -0.1 | 47 | -4 | 42* | 14 | 50* | 32
Nc1nnc(N2CCc3ccccc32)s1 | -1 | 2 | -0.2 | 11 | 4 | 1 | -26 | 17 | 15
CC12COC3(C(N)=O)CC1CCC32C (stereo not given) | 0 | -1 | -1.7 | 0 | 2 | 4 | 17 | 2 | 18
Cc1cc(NC(=O)COc2c(C)cccc2C)no1 | -2 | 2 | -3.1 | 18 | 0 | 0 | -1 | 2 | 8
O=c1c2ccccc2ncn1-c1ccc([N+](=O)[O-])cc1[N+](=O)[O-] | -3 | 3 | 3.2 | 20 | -1 | 13 | -25 | 16 | 15
Nc1cccnc1Oc1ccc(F)cc1 | 1 | 3 | 0.1 | 0 | 0 | 2 | 15 | -22 | 7
COc1cc(/C=C2/SC(N)=NC2=O)ccc1Oc1ccc([N+](=O)[O-])cc1[N+](=O)[O-] | -10 | 3 | 0.8 | 3 | 0 | -14 | -62 | 0 | 2
COc1cc(NS(=O)(=O)c2ccc(NC(=O)COc3ccccc3Cl)cc2)nc(OC)n1 | 2 | -2 | x | 20 | -2 | 21 | -2 | 16 | 13
COC(=O)c1ccc(N=NNc2ccc(C(=O)OC)cc2)cc1 | -1 | 0 | 0.9 | -1 | -2 | -8 | -3 | 20 | -1
CNCCCOc1ccc2c(c1)CCC2 | 0 | -4 | -0.6 | 1 | -1 | -13 | 17 | -5 | 14
CN(C)S(=O)(=O)c1ccc(Cl)c(NC(=O)CN2CCc3ccccc3C2)c1 | -2 | -1 | 0.1 | 13 | 0 | -17 | -20 | 16 | 14
Cc1ccc(S(=O)(=O)N2CCCC(C(=O)NCC(C)C)C2)cc1 (stereo not given) | 0 | -2 | 0.4 | 9 | -4 | 2 | 9 | 18 | -15
Cc1nnc(SCC2=C(C(=O)O)N3C(=O)C(NC(=O)Cc4ccccc4)C3SC2)s1 (stereo not given) | -1 | -4 | -2.2 | 8 | 7 | -8 | 10 | 7 | 9
S=c1[nH]nc(C2CCCCC2)n1/N=C/c1cccc(Cl)c1Cl | 5 | -4 | -0.4 | 33 | -4 | 24 | 9 | 26 | 16
Cc1ccc(C(=O)N/C(=C\c2ccc(-c3cccc([N+](=O)[O-])c3)o2)C(=O)NCCCN(C)C)cc1 | 0 | 10 | 2.6 | -12 | -4 | -4 | 1 | -9 | 19
Cc1cc(C(=O)OCC(=O)Nc2cc(C(F)(F)F)ccc2N2CCOCC2)c(C)o1 | 3 | -1 | 0.8 | 33 | -3 | 32 | 16 | 23 | 2
CC(=O)c1ccc(NC(=O)CSc2nnc(NC(=O)C3CC3)s2)cc1 | 25* | -2 | -0.4 | 13 | -3 | 11 | 5 | 9 | 3
Cc1cc(C)c(S(=O)(=O)N(C)CC(=O)N2CCCCC2)c(C)c1 | -3 | -5 | -1.8 | 6 | 0 | 2 | 5 | 15 | 23
Cc1cccn2c(=O)c3cc(C(=O)NC4CCS(=O)(=O)C4)sc3nc12 (stereo not given) | -1 | 0 | -0.4 | -10 | 3 | 2 | 3 | 3 | 21
CCOc1ccc(-c2noc(CCCC(=O)NCC3CCCO3)n2)cc1OC (stereo not given) | -3 | -2 | -0.8 | 9 | 1 | 8 | 1 | 1 | 10
COc1ccc(OC)c(Nc2nc(-c3c(C)nc4ncccn34)cs2)c1 | -1 | 0 | -0.5 | 7 | 0 | -9 | 2 | -2 | 3
O=c1cc(N2CCCCC2)[nH]c(=O)n1C1CCCCC1 | -1 | -3 | 0.0 | -4 | 0 | -5 | -6 | -38 | 1
Cn1c(=O)[nH]c2cc(Cl)cnc21 | -4 | -2 | -3.9 | 13 | 2 | 3 | -2 | 10 | 7
CC1C(=O)N2CCCc3cc(S(=O)(=O)N4CCN(c5ccccc5F)CC4)cc1c32 (stereo not given) | 2 | -1 | 0.8 | 21 | -2 | 5 | -3 | 4 | 5
Going on with the list.
SMILES | NR3A LBD binder | APJ agonist | MPTP inh | tim23-1 inh | beta cell repl | TIM10 inh | APJ antag | tim10-1 inh | NLRP3 yeast inh
COc1ccc2c(c1)c(C(=O)N/N=C/c1ccc(O)c(O)c1)c(C)n2C | 2 | 0 | 21 | 6 | -1 | 1 | -9 | 9 | 10
Cc1ccc(Nc2c([N+](=O)[O-])ccc3c2=NC2(CCCCC2)N=3)cc1 | 1 | 4 | 11 | 40 | -1 | 30 | -46 | 9 | 52*
Cc1ccccc1CCN(CC(=O)NCc1ccc(F)cc1)C(=O)c1csnn1 | 3 | -3 | 1.0 | 18 | -3 | 22 | 13 | 7 | 18
O=C1N=C(N2CCOCC2)S/C1=C\c1ccccc1OS(=O)(=O)c1ccccc1 | 1 | -4 | 2.5 | 1 | -1 | 3 | -2 | 8 | 3
C=C(C)c1cccc(C(C)(C)NC(=O)NCc2ccc(OC)cc2)c1 | -1 | 1 | 4.6 | 10 | 0 | 9 | -19 | 20 | 12
CCOc1ccccc1NC(=O)CN(c1ccc(OC)cc1)S(=O)(=O)c1c(C)[nH]c(=O)[nH]c1=O | 3 | 0 | 0.3 | -1 | -4 | 6 | -21 | 0 | -2
CCOc1cc(C(=O)Nc2ncn[nH]2)cc(OCC)c1OCC | 0 | -3 | 9.6 | 0 | 1 | 7 | -13 | 6 | 5
CC1CCN(C(=O)C(=O)Nc2sc3c(c2C(=O)O)CC(C)(C)OC3)CC1 | 1 | -4 | -2.1 | 13 | -1 | -9 | 9 | 17 | -7
COc1ccc(-c2c(=O)n(OCc3ccccc3[N+](=O)[O-])c3ccccc3[n+]2[O-])c(OC)c1 | -1 | -5 | -0.7 | 23 | -1 | 19 | 3 | 27 | 21
COc1cccc(OCc2cc(C(=O)NC3CCOCC3)no2)c1 | 0 | -2 | -0.2 | 10 | 1 | -1 | -15 | 14 | 9
COc1ccc2oc(C(=O)OC(C)C(=O)N3CCC(C)CC3)c(C)c2c1 (stereo not given) | -1 | -3 | 0.4 | 30 | 4 | -4 | 6 | 1 | 11
O=C(C1CC1)N1CCN=C1SCc1cccc(F)c1 | 0 | -7 | 0.5 | 17 | 4 | 3 | 16 | 19 | -7
O=C(NNC(=S)NC(=O)c1cccc([N+](=O)[O-])c1)c1ccc(O)cc1 | -6 | -2 | 2.4 | 9 | -3 | 4 | 29 | 11 | -7
CCOc1ccc(C(=O)Nc2nnc(S(=O)(=O)Nc3ccccc3C)s2)cc1 | -4 | 3 | -2.0 | 12 | 3 | -8 | 9 | 0 | 28
COCCn1c(SCC(=O)N2CCc3ccccc3C2)nc2cc(Cl)ccc2c1=O | -9 | -2 | -1.9 | 36 | 0 | 16 | 2 | 30 | 16
CC(C)(C)OC(=O)N1CCC(c2cc(=O)n3[nH]c(-c4ccc(Cl)cc4)cc3n2)CC1 | -1 | -3 | -0.6 | 17 | -6 | -2 | -3 | 17 | -4
Cc1cc(C)cc(-n2c(C)cc(C(=O)CSc3nnnn3C)c2C)c1 | -6 | -4 | 0.1 | 36 | 0 | -7 | 16 | 15 | 21
C#CCNC(=O)C1=C[C@@H](c2ccc(Br)cc2)C[C@@H](OCc2ccc(CO)cc2)O1 | -5 | -6 | -3.4 | 36 | -2 | -4 | 17 | 11 | 17
Oc1c(C(c2ccccc2)N2CCN(Cc3ccccc3)CC2)sc2ncnn12 (stereo not given) | -2 | 8 | 0.0 | 13 | -1 | -6 | -5 | 10 | -6
CN=C(NC#N)SCC(=O)c1ccc(Cl)cc1Cl | 2 | -6 | 0.9 | 8 | 0 | 13 | -7 | 32 | 6
Cc1ccc2nc(/C(C#N)=N/O)[nH]c2c1 | -12 | -6 | 2.6 | 11 | -4 | 2 | -10 | -1 | 17
COc1cccc2c(=O)c(C(=O)O)c[nH]c12 | -4 | 2 | -0.3 | 8 | -3 | 4 | -17 | -9 | 9
Cc1ccc(C(=O)c2ccc(CC(=O)O)n2C)cc1 | -1 | -2 | -3.8 | 15 | -5 | 6 | 16 | -8 | 11
Cc1ccc(/C=N/Nc2ccc(Cl)nn2)cc1 | -1 | 0 | 2.0 | -11 | 1 | -9 | 1 | -8 | -6
Cc1ccc(C)c(NC(=O)CN(C)C(=O)c2sccc2C)c1 | -4 | -3 | -0.2 | 27 | 3 | 17 | -40 | 14 | 4
Continuation:
SMILES | NR3A LBD binder | APJ agonist | MPTP inh | tim23-1 inh | beta cell repl | TIM10 inh | APJ antag | tim10-1 inh | NLRP3 yeast inh
Cc1cc(C)cc(NC(=O)C(=O)NCCc2c[nH]c3ccccc23)c1 | -2 | 2 | 3.8 | 27 | -2 | 10 | -5 | 21 | 32
CC1(C)CC2(CC(c3ccccc3)c3ccc(O)cc3O2)NC(=S)N1 (stereo not given) | 1 | -1 | -3.5 | 3 | -4 | -1 | -1 | 6 | 6
CC1(CCc2ccccc2)NC(=O)N(CC(=O)O)C1=O (stereo not given) | 0 | -3 | 1.7 | 5 | -1 | -32 | -11 | -12 | 8
Cc1c(NC(=O)c2cccs2)cccc1C(=O)O | 0 | 3 | 0.0 | 23 | -2 | -13 | 5 | -8 | 17
COc1ccc(Br)cc1-c1nc(CCl)cs1 | -3 | 1 | -2.5 | 51* | -6 | 37 | -13 | 37 | 23
CC(=O)c1ccc(NC(=S)Nc2cccc3cnccc23)cc1 | -1 | 10 | 0.5 | 7 | 2 | 21 | -34 | 4 | 4
O=C(Cn1cnc2c(nnn2Cc2ccc(F)cc2)c1=O)NCc1ccco1 | 0 | -3 | -0.5 | -7 | -3 | -8 | -4 | -7 | 5
Cc1ccc(-n2ncc3c(N4CCN(c5ccc(F)cc5)CC4)ncnc32)c(C)c1 | 11* | 6 | 10 | 2 | -1 | -2 | 13 | -18 | -30
COc1ccc(N(C(=O)c2cccnc2)S(=O)(=O)c2ccccc2)cc1 | -2 | -2 | -1.1 | -1 | 0 | -9 | -2 | 8 | 7
CC(=O)c1cc(C(C)=O)c(C)nc1C | 1 | -1 | -0.2 | 2 | 0 | 2 | -21 | 5 | 2
CCN(CC)C(=O)Oc1ccc(NC(C)=O)cc1 | 0 | 0 | 0.5 | 16 | -2 | 0 | -9 | 5 | 18
O=C(O)CC1S/C(=N/N=C/c2ccc(-c3ccc(Cl)c([N+](=O)[O-])c3)o2)NC1=O (stereo not given) | -2 | -5 | -2.0 | 21 | 0 | 5 | 10 | 11 | 12
CC(C)N(C(=S)NCc1ccccc1)c1ccccc1 | -2 | -1 | 1.4 | 11 | -1 | -3 | 1 | 16 | 10
COC(=O)Cc1ccc(NC(=S)NCc2ccco2)cc1 | 0 | 0 | -0.8 | 5 | -2 | -15 | 2 | -6 | 21
O=C(COc1ccc(Cl)cc1Cl)NCC1(N2CCOCC2)CCCCC1 | -1 | -1 | -0.2 | 39 | -5 | 33 | 11 | 8 | 17
